D1 antag = antagonists of human D1 dopamine receptor; P21728; HEK293 TREx D1 cells, calcium flux, dopamine EC80; stronger effect = lower value; activity change, negative = inhibition, % at 10 µM; hit rate 3.2% among 360,000; in the data active means activity change below about -30%; further: on the % scale 0 is the no-effect control and ±100 the full control effect
Target sequence (P21728 whole entry, looked up): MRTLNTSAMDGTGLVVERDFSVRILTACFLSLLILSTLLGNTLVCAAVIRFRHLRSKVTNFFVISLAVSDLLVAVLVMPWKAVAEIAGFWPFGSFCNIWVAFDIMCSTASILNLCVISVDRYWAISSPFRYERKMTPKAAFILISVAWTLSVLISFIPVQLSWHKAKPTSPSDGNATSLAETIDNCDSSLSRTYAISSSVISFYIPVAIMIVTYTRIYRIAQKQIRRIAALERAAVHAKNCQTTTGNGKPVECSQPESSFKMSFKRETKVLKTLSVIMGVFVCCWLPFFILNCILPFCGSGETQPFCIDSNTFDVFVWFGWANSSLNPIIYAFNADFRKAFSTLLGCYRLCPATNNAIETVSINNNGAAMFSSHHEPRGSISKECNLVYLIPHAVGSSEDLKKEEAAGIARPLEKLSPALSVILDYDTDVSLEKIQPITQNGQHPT
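Kinetic fluorescence of a calcium dye serves as the read-out. D1-expressing Hek293 Trex cells, induced overnight at 30 C, are exposed to compound for 180 s before an EC80 dopamine addition, then read 180 s further.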
RXFP1 agonist = RXFP1 (human) receptor agonism; Q9HBX9; HEK293T-RXFP1 cAMP TR-FRET, 30 min; response scale: percent of porcine relaxin response, buffer zero; Potency, µM (highest dose often 57.5 µM), inactives show at the top dose activation, hits mostly activators; hit rate 0.3% among 370,000; further: potency means the concentration at half of the fitted maximal effect; on the % scale 0 is the no-effect control and ±100 the full control effect; nearly all actives have a fitted effect of over 60% in size; many of its hits are not listed in these tables
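HEK293 cells stably expressing RXFP1, treated 30 min at 37C with compounds plus PDE4 inhibitor Ro 20174; cAMP measured by HTRF TR-FRET. Normalized to buffer and 29 nM porcine relaxin; EC50 by Hill fit.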
D1 potentiator = potentiators of human D1 dopamine receptor; P21728; HEK293 TREx D1 cells, calcium flux, dopamine EC20 potentiation; potentiation, % at 10 µM; hit rate 0.036% among 360,000; AID 504651; in the data active means potentiation above about 30%; further: 0% is about no effect
D2 potentiator = positively modulates the human D2 dopamine receptor allosterically; P14416; HEK293 T-REx D2, calcium flux, EC20 dopamine potentiation; potentiation, % at 10 µM; hit rate 0.34% among 340,000; AID 485347;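 active means potentiation over 3 SD above the plate norm, cut at about 30% in these data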; further: 0% is about no effect
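Potentiation of an EC20 dopamine calcium response is measured in a force-coupled, tetracycline-inducible Hek293 Trex D2 line. Compound-only kinetic reads over 180 s flag agonists before dopamine addition.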
RXFP1 antagonist = RXFP1 (human) relaxin receptor antagonism. Q9HBX9. HEK293-RXFP1, relaxin-stimulated cAMP HTRF, 30 min; stronger effect = lower value. activity change, negative = inhibition, % at 57.5 µM. hit rate 0.59% among 350,000;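 active means activity change of -60% or lower, but not beyond a set lower limit; inconclusive means change between -60% and -40%, or beyond the set limit; inactive means change above -40%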; further: on the % scale 0 is the no-effect control and ±100 the full control effect
GRP78 ERSR act = inducers of ER stress response in human glioma cells | U87-MG GRP78 promoter luciferase reporter, 16 h | Potency, µM, without a hit: top-dose activation, usual class: activators | hit rate 0.02% among 420,000 | AID 602332; further: potency means the concentration at half of the fitted maximal effect; series mostly up to about 76 µM; % of control where 0% means no effect; nearly all actives have a fitted effect of over 35% in size
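Stably transfected U87-MG human glioma cells carrying a GRP78-based luminescent sensor were seeded at 1000 cells/well, pin-dosed with compounds and incubated 16 h. Luciferase reagent was then added, and end-point luminescence was read after 10 min at room temperature.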
Vif-APOBEC3F blk = Vif-A3F binding inhibition. HeLa A3F-eYFP + Vif (tagged APOBEC3F with the HIV-1 protein that degrades it), YFP fluorescence increase. Potency, µM (doses to about 46.1 µM), inactives show top-dose activity, negative = active. hit rate 0.2% among 390,000. AID 602313; further: potency means the concentration at half of the fitted maximal effect; % of control where 0% means no effect; nearly all actives have a fitted effect of over 65% in size
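Fluorescence increase (Ex 488/Em 500-530) after overnight compound treatment at 37 deg C flags inhibition of Vif-driven A3F-eYFP loss in stable HeLa A3F-eYFP/Vif cells seeded overnight beforehand.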
Vif-A3G inh = blocks the Vif interaction with human APOBEC3G; HeLa A3G-eYFP + Vif (tagged APOBEC3G with the HIV-1 protein that degrades it), YFP fluorescence, overnight; Q9HC16; hit rate 0.076% among 410,000; Potency, µM (doses to about 46.1 µM), for inactives: at the top dose activity, negative = active, hits mostly inhibitors;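 further: potency means the concentration at half of the fitted maximal effect; on the % scale 0 is the no-effect control and ±100 the full control effect; nearly all actives have a fitted effect of over 60% in size; hits raise eYFP signal because A3G escapes Vif-driven loss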
Target sequence (Q9HC16 whole entry, looked up): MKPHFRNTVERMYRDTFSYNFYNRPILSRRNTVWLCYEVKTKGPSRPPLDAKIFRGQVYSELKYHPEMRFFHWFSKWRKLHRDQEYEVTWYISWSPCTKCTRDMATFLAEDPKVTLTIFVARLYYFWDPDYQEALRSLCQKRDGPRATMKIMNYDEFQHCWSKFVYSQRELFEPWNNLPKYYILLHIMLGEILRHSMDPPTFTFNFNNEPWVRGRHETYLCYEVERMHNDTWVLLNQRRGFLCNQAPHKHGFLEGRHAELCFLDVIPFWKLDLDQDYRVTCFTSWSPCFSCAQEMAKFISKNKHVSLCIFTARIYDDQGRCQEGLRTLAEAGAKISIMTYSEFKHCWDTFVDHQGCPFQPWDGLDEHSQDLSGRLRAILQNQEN
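HeLa cells stably expressing Vif and C-terminally eYFP-tagged A3G, seeded overnight at 37 deg C, then exposed to compound by pintool overnight at 37 deg C. Rise in yellow fluorescence (Ex 488/Em 500-530, Acumen) marks blocked Vif-driven A3G degradation.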
D1 ag = activates the human D1 dopamine receptor; hit rate 1% among 360,000; activation, % at 2 µM; HEK293 T-REx D1 cells, calcium flux, agonist mode; P21728; in the data active means activation above about 30%; further: 0% is about no effect
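Inducible HEK293 T-REx D1 cells, force-coupled to calcium signalling, were plated at 4000 cells/well with tetracycline and held overnight at 30 C. After no-wash calcium dye loading, compound-evoked calcium rise over 180 s flagged agonists.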
Active calls of the source: *; ? = inconclusive; · = no result given; & = joins results of further samples. Unless noted, the call rests on the fitted dose curve; in most records, active means well fitted curve in the direction sought with a large enough effect; inconclusive means small, poorly fitted or top-dose-only effect, or another doubt; inactive means no such curve, though single readings can be large; an effect the other way counts as inactive or inconclusive. These rows are one share of the data. The share of hits here may be higher or lower than overall.

SMILES	D1 antag	RXFP1 agonist	D1 potentiator	D2 potentiator	RXFP1 antagonist	GRP78 ERSR act	Vif-APOBEC3F blk	Vif-A3G inh	D1 ag
COc1cccc(C2C3=C(N=c4s/c(=C\c5ccc(OCC(=O)O)cc5)c(=O)n42)c2ccccc2CC3)c1 (configuration not stated)	5	0.2%	-13	-5	-13	5%	-19%	-19%	4
COc1ccc(NC(=O)c2ccc3ccccc3n2)cc1S(=O)(=O)Nc1ccccc1Cl	4	-1.1%	-8	4	·	-2%	1%	-2%	3
O=C(Nc1ccc(F)cc1F)c1ccc(-n2cnnc2)cc1	-4	4.9%	-5	9	-4	-1%	1%	-2%	1
C=CCN(C(=O)CCC(=O)Nc1cc(C)on1)C(C(=O)NC1CCCC1)c1ccc(OC)c(OC)c1 (configuration not stated)	-1	5.5%	·	-4	-7	-4%	3%	-5%	2
O=S(=O)(NCC(c1ccco1)N1CCN(c2ccccc2F)CC1)c1ccccc1 (configuration not stated)	-22	0.3%	-12	3	-13	-1%	3%	0%	4
O=C(N/N=C/c1cn(CC(=O)N2CCOCC2)c2ccccc12)c1cccnc1	48	3.6%	10	-1	-24	-2%	-16%	1%	4
NC(=O)CCCc1nc(-c2ccccc2Cl)no1	10	-0.1%	-2	7	-7	-2%	-1%	1%	6
CCNC(=S)N(CCc1ccc(S(N)(=O)=O)cc1)C1CC(=O)N(c2ccccc2)C1=O (configuration not stated)	2	-0.8%	-1	5	-11	-5%	-1%	1%	2
CCOc1ccc(C(F)(F)F)cc1NC(=O)COc1ccc(C(F)(F)F)cc1[N+](=O)[O-]	-2	1.0%	-3	5	7	-3%	-13%	-1%	3
Cc1cccc2sc(N(CCCN(C)C)C(=O)CN3C(=O)c4ccccc4C3=O)nc12	-9	0.5%	-2	-18	-5	0%	-12%	5%	33*
NNC(=O)c1nc(Cl)c(Cl)c(N)c1Cl	3	0.0%	-2	-1	-2	-4%	0%	0%	3
CN(C)S(=O)(=O)c1cccc(CNCC2COc3ccccc3O2)c1 (configuration not stated)	-5	1.0%	-8	-27	-1	-1%	5%	0%	7
Cc1ccccc1NC(=O)CSc1ccsc1[N+](=O)[O-]	3	3.7%	-7	-16	·	0%	5%	-10%	1
O=C(O)C1CC=CCC1C(=O)c1ccccc1 (configuration not stated)	-2	-3.1%	-1	-6	-8	-1%	-8%	4%	-2
CC(C)(C)S(=O)N1Cc2cc(CO)ccc2[C@H]1CCO (some centres not stated)	·	·	·	·	4	1%	0%	1%	·
Cc1ccc(/C=C2\SC(=S)N(CCCC(=O)Nc3cccc(C(=O)O)c3)C2=O)cc1	10	2.6%	0	-16	-7	-12%	1%	4%	2
COCCN1C(=S)NC(c2cccc(C(F)(F)F)c2)C(C(=O)N2CCOCC2)=C1C (configuration not stated)	-10	1.3%	0	4	-1	-3%	-13%	0%	0
O=S(=O)(NCCC1=CCCCC1)c1ccccc1Br	20	-0.1%	-5	-1	-3	2%	-24%	0%	5
CCSc1nc2c(c(=O)[nH]1)C(c1ccccn1)C1=C(CC(C)(C)CC1=O)N2 (configuration not stated)	-4	-1.0%	-2	-9	-6	-5%	-2%	1%	2
CCC(C(=O)Nc1cccc(Cl)c1C)n1nc(C)c2sc3ccccc3c2c1=O (configuration not stated)	-10	5.5%	0	-3	-10	-4%	-4%	-4%	0
O=C(N1CCOCC1)N(Cc1cccs1)C1CCCC1	-7	1.9%	-3	·	2	-2%	-7%	-1%	1
CC(C)N=C1SCC(C)(/C=N/O)S1 (configuration not stated)	0	0.0%	-2	-7	1	-3%	-6%	4%	8
COc1ccc(OCC(=O)N(Cc2cccs2)C2CCS(=O)(=O)C2)cc1 (configuration not stated)	1	0.5%	-4	-2	-11	-5%	2%	4%	1
CC(C)c1ccc(NC(=S)N2CCCC(c3ccc(F)cc3)=N2)cc1	8	0.4%	-1	-1	-34	3%	-22%	1%	4
CC(C)c1ccc(NC(=O)CSC(C)c2nc3ccccc3c(=O)[nH]2)cc1 (configuration not stated)	5	0.0%	-1	17	-27	4%	-23%	-4%	2
COc1ccc(CCNC(=O)/C=C\c2ccccc2)cc1OC	-5	2.6%	-6	6	11	-2%	-14%	-4%	1
O=C(NCCC1=CCCCC1)c1cnsn1	1	0.8%	-11	-7	-4	1%	4%	0%	1
Cc1cccc(NC(=O)COC(=O)CCc2ccccc2)c1C	-10	0.1%	7	-8	-2	-4%	2%	0%	1
Cc1cc(OCC(=O)NC(C)C)cc(C)c1Br	-9	1.9%	-2	-4	-20	-2%	-14%	-5%	3
CCN(CC)S(=O)(=O)c1ccc(OC)c(-n2cnnn2)c1	-11&1	0.3%&-0.1%	-4&-3	1&1	-21&0	-2%	-1%	0%	1&-1
COc1ccccc1N1CCN(C(=O)CCCCCn2c(=S)[nH]c3cc4c(cc3c2=O)OCO4)CC1	·	·	·	·	-78*	-6%	-7%	0%	·
CC(C)=C1SC(N2CCN(c3ccc(C)cc3)CC2)=NC1=O	29	-2.2%	-1	1	-19	2%	6%	0%	-2
Cc1ccc(OCC(=O)NNC(=O)C2CCN(c3nccc(C)n3)CC2)cc1	6	0.3%	10	11	-26	-6%	-1%	-5%	-1
O=C(c1ccccc1C(=O)N1CCN(c2ccc(F)cc2)CC1)N1CCN(c2ccc(F)cc2)CC1	14	0.1%	-1	6	-8	0%	-3%	1%	-1
N#CCc1nn(Cc2ccc(F)cc2)c(=O)c2ccccc12	-32*	0.0%	-8	-4	4	-1%	7%	-8%	2
CCN(CC)CCCNC(=O)CC1Oc2ccc(C)cc2NC1=O (configuration not stated)	-27	0.5%	·	-21	4	-3%	-15%	-2%	3
OC(CN1CCCCC1)Cn1c2ccccc2c2ccccc21 (configuration not stated)	5	-2.9%	-6	-6	-6	-1%	0%	3%	16
O=C1CC(NS(=O)(=O)c2cc(F)ccc2F)CN1c1ccc2c(c1)OCCO2 (configuration not stated)	12	-0.7%	3	7	-5	0%	-34%	1%	6
CCC1(CC)C(=O)N(C)C(=O)NC1=Nc1ccccc1	-17	1.0%	-1	3	-1	-4%	5%	0%	4
CCOc1ccc(-n2cc(C(=O)NCCOC)c3cc(OC)c(OC)cc3c2=O)cc1	-4	-2.5%	-7	4	-5	-4%	-7%	1%	1

3 structures already listed, ordered by molar mass, lowest first.
SMILES	D1 antag	RXFP1 agonist	D1 potentiator	D2 potentiator	RXFP1 antagonist	GRP78 ERSR act	Vif-APOBEC3F blk	Vif-A3G inh	D1 ag
N#CCc1nn(Cc2ccc(F)cc2)c(=O)c2ccccc12	-32*	0.0%	-8	-4	4	-1%	7%	-8%	2
COc1ccc(CCNC(=O)/C=C\c2ccccc2)cc1OC	-5	2.6%	-6	6	11	-2%	-14%	-4%	1
Cc1ccc(OCC(=O)NNC(=O)C2CCN(c3nccc(C)n3)CC2)cc1	6	0.3%	10	11	-26	-6%	-1%	-5%	-1

Later entries.
SMILES	D1 antag	RXFP1 agonist	D1 potentiator	D2 potentiator	RXFP1 antagonist	GRP78 ERSR act	Vif-APOBEC3F blk	Vif-A3G inh	D1 ag
O=C(Nc1oc2ccccc2c(=O)c1-c1ccccc1)c1ccco1	·	·	·	·	1	-4%	-1%	-4%	·
CC(=O)N[C@@H](C)c1nc2ccccc2n1CCCN1CCN(c2nc(-c3ccc(C)cc3)cs2)CC1	-14	2.5%	-7	1	·	2%	0%	-1%	1
O=C(Nc1ccccc1N1CCOCC1)c1ccco1	0	-1.2%	-2	11	9	-3%	16%	0%	0
COc1ccc(N2C(=O)c3ccccc3C2=O)cc1	-19	-0.1%	-2	17	-23	1%	7%	2%	-1
S=C(NCCc1ccccc1)Nc1ccc(Br)cn1	·	-0.3%	-4	8	-10	3%	?	-3%	-1
O=[N+]([O-])c1nn(-c2ccc3c(c2)OCCO3)n(O)c1=NC1CCN(Cc2ccccc2)CC1	8	1.9%	-2	-16	3	-1%	0%	2%	0
CN(C)c1ccc(C(=O)OCc2cc(=O)n3ccsc3n2)cc1	·	·	·	·	5	3%	1%	1%	·
O=C(CSc1nnc2ccccn12)NCc1ccco1	28	7.4%	-11	3	1	0%	-13%	3%	4
Cc1ccc(Cl)cc1-n1ncc2c(NCCC3=CCCCC3)ncnc21	3	-1.1%	-1	0	-34	-2%	-13%	5%	1
CCOc1cc(CNc2ccc(CNc3ncn[nH]3)cc2)ccc1OCc1ccccc1	-6	1.2%	-5	-1	-12	-2%	0%	1%	5
N#C/C(=C\c1ccc(-c2cccc([N+](=O)[O-])c2)o1)C(=O)N1CCOCC1	-19	2.3%	-4	-2	3	-1%	-18%	-6%	1
C=CCc1ccc(OCC(O)COc2ccc(CC=C)cc2OC)c(OC)c1	5	-4.7%	-2	-18	-69*	-7%	-14%	-4%	-1
COc1ccc(NC(=O)CCCSc2ccccc2)cc1	-14	-3.3%	-7	22	-7	9%	-3%	-2%	5
CC(/C=N/NC(=O)c1c(Br)cnn1C)=C\c1ccccc1	-18	-0.1%	-2	-13	-2	3%	3%	-11%	1
COc1ccc(CCNC/C=C/c2ccccc2)cc1	·	·	·	·	-4	-3%	12%	-2%	·
O=C1CC(C(=O)O)C(c2ccccc2)c2ccccc21 (configuration not stated)	·	·	·	·	5	3%	-1%	0%	·
CC1(C)C(=O)Nc2ccccc2N1C(=O)CN1C(=O)C(=O)N(C2CCCC2)C1=O	-27	-0.4%	1	-4	3	1%	-19%	-2%	6
C/C=C/c1c(F)c(F)c(Oc2ccc(C(=O)O)cc2)c(F)c1F	-7	0.9%	-2	-10	10	-1%	-29%	2%	1
CCN(CC)C(=O)C1=C(C)Nc2nc3ccccc3n2C1c1ccccc1F (configuration not stated)	-1	-2.6%	5	-13	·	-2%	2%	3%	-1
Cc1cccc(C(C)C)c1NC(=O)C(C)OC(=O)Cn1cnc2c1c(=O)n(C)c(=O)n2C (configuration not stated)	-5	1.7%	-1	2	-19	-3%	-7%	1%	0
CN(C)N=Nc1ccc(-c2cn(Cc3ccccc3)cn2)cc1	28	-2.8%	3	7	6	-3%	-3%	2%	-2
O=C(Cn1c(C(F)(F)F)nc2ccccc21)Nc1ccccc1C(=O)O	7	-1.3%	-4	-4	6	6%	-3%	-1%	5
COc1ccc(/C=C/C(=O)C2C(=O)C=C(C)OC2=O)cc1O (configuration not stated)	14	-2.8%	-1	5	-1	4%	-23%	-26%	19

High-throughput results: PubChem BioAssay, National Center for Advancing Translational Sciences (NCATS)
